Compound activity deposited in PubChem BioAssay by several laboratories.
Exocytosis inh: blocks lytic granule exocytosis; TALL-104 LAMP-1 surface exposure, flow cytometry; cells stimulated with thapsigargin and PMA; inhibition, % at 10 µM; 0.66% of 360,000 active;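 active means inhibition above about 55%, limit read from the data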
MC4R barr agon: agonists of human melanocortin 4 receptor (MC4R) beta-arrestin; activation, % at 8.9 µM; U2OS MC4R beta-arrestin complementation, luminescence; percent of melanotan II response, DMSO zero; P32245; 0.98% of 360,000 active;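 active means activation above a per-plate cutoff, the mean activation of sample wells on that plate plus 3 SD, cut at about 8% in these data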
ABHD5 PLIN5 PPI: ABHD5-PLIN5 protein interaction inhibition. inhibition, % at 4 µM. Q00G26+Q8WTS1. AID 602281. 0.78% of 360,000 active. Split G. princeps luciferase complementation, luminescence, 4 h;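 active means inhibition above the mean inhibition across every tested compound plus 3 SD, cut at about 22% in these data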;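 further: 0% = DMSO only wells and the 100% control is not disclosed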
Target sequence (Q00G26 whole entry, looked up): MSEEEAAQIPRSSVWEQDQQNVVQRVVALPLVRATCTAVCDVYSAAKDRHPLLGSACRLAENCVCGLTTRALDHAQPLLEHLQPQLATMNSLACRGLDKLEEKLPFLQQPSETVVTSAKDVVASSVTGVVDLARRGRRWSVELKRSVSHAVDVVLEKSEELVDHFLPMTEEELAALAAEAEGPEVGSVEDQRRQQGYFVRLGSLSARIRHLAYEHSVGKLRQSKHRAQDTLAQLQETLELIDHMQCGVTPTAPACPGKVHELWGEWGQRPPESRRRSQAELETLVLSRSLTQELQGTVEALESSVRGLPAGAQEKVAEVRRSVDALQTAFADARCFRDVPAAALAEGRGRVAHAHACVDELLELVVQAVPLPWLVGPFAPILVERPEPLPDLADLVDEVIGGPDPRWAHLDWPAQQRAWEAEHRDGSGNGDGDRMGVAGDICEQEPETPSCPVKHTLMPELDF
Target sequence (Q8WTS1 whole entry, looked up): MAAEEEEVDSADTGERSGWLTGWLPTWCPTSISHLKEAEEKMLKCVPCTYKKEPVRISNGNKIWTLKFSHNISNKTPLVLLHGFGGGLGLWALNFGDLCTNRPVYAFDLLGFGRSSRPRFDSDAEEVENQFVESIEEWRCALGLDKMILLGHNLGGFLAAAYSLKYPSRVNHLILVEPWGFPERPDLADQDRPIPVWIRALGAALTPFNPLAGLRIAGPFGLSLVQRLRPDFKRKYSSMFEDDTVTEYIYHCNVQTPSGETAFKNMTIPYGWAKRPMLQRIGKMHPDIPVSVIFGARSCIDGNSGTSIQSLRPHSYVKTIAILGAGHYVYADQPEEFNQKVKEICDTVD
m5-HT2A agonist: mouse HTR2A agonism via beta-arrestin recruitment; P35363; CHO-K1 mHTR2A beta-arrestin complementation, luminescence; percent of 30 µM serotonin response; activation, % at 7.6 µM; 0.66% of 360,000 active; AID 624169;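 active means activation above a run cutoff, the mean activation of all tested compounds plus 3 SD, cut at about 14% in these data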;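 further: 0% = plate median of compound wells and 100% = 30 µM serotonin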
Cardio protect: myocardial damage modulation in H9c2 cells | H9c2 cardiomyocytes, H2O2 injury protection, ATPLite, 2 h | protection from H2O2 cell death, % at 20 µM | 0.63% of 360,000 active;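 active means compounds giving at least 50% protection of heart cells from peroxide-induced death in the single-dose screen, raw or plate-pattern-corrected value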;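 further: 0% = DMSO wells with peroxide and 100% = DMSO wells without peroxide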
ABCB6 inh MLPCN: blocks the human ABCB6 transporter | K562-ABCB6 porphyrin accumulation, flow cytometry, 1 h; active compounds read low | fluorescence ratio to DMSO, % at 10 µM | AID 602162 | 0.19% of 360,000 active;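 active means fluorescence ratio to DMSO below 75%, the collection mean minus 3 SD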;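 further: signal is porphyrin accumulated inside mitochondria; 100% equals median channel fluorescence of DMSO control wells; lower ratio means ABCB6 inhibition with less porphyrin fluorescence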
MC4R antag cAMP: blocks human MC4R cAMP signaling. MC4R-expressing cells, MTII-stimulated cAMP, LANCE TR-FRET. inhibition, % at 6.5 µM. 0.48% of 360,000 active. AID 540295;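 active means inhibition above its plate's cutoff, the mean of tested wells on that plate plus 3 SD, cut at about 29% in these data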;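 further: 0% = Melanotan II alone and 100% = Melanotan II plus saturating MCL0020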
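Material: human MC4R-expressing U2OS cells. Probe or stimulus: Melanotan II challenge. Dosing: 6.5 µM single dose. Times: 30-min compound, 1-h challenge, 1-h detection, room temperature. Technique: TR-FRET with Eu-cAMP and labeled anti-cAMP, 671 nm. Replication: singlicate.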
CaV13 FRET inh: Disruptors of the CACNA1D IQ motif to Ca2+-dependent inactivation inhibitor domain association, primary screening, Förster resonance energy transfer in intact living …; HEK cells, CFP/YFP FRET ICDI-IQ, plate reader, 10 min; percent FRET-ratio fall versus neutral wells; inhibition, % at 12.3 µM; 0.098% of 340,000 active;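 active means mean replicate inhibition of at least 30% and at least 1% of replicates passing that level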;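 further: 0% = median of the neutral control wells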
Glyco luc inh: N-linked glycosylation inhibition | D54 ERlucT glycosylation luciferase reporter, 24 h; percent of 100 nM tunicamycin response | reporter increase, % at 12.5 µM | 0.23% of 360,000 active | AID 588692;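 active means mean luciferase reporter signal, scaled so untreated is 0 and the glycosylation-blocking control 100, at or above a set limit in every replicate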;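 further: luciferase carries N-glycosylation sites so blocking glycosylation raises the light; 0% = median of neutral control wells and 100% = median of 100 nM tunicamycin wells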
PDI inh: inhibitors of human protein disulfide isomerase. inhibition, % at 10 µM. P07237. PDI insulin aggregation turbidity, A650, 90 min. AID 588391. 0.052% of 350,000 active;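 active means mean inhibition across replicates of 30% or more, whatever share of single replicates reach that level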;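 further: absorbance from insulin aggregation driven by PDI reduction with DTT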
Numbers without * were called inactive; . = not tested or not shown.

item	Structure	Exocytosis inh	MC4R barr agon	ABHD5 PLIN5 PPI	m5-HT2A agonist	Cardio protect	ABCB6 inh MLPCN	MC4R antag cAMP	CaV13 FRET inh	Glyco luc inh	PDI inh
1	COc1ccc(OCC(=O)N2CCc3c([nH]c4ccccc34)C2c2ccccn2)cc1 (configuration not stated)	-3	-0.7	2	0	-2	100	0	5	2	-6
2	Cc1cccnc1NC(=O)CCc1c[nH]c2ccccc12	1	2.1	8	2	12	108	-8	-3	0	0
3	CCOC(=O)c1nc(Nc2ccc(N3CCOCC3)cc2)c2ccccc2n1	0	-1.1	4	0	16	105	6	-4	2	1
4	COC(=O)c1sc(NC(=O)c2ccc([N+](=O)[O-])o2)c(C#N)c1C	8	-0.4	7	10	-14	96	10	-2	3	0
5	COc1ccc(C)cc1NC(=O)CSc1nnc2ccc(-c3ccccn3)nn12	2	-0.9	-11	-7	3	100	9	-7	4	-12
6	CC1CN(C(=O)c2ccc(-c3cccc(C(F)(F)F)c3)o2)CC(C)O1 (configuration not stated)	-5	5.5	-2	-4	10	91	4	-6	-1	-15
7	Cc1cc(C(=O)OCC(=O)N2c3ccccc3NC(=O)C2(C)C)c(C)n1-c1ccccc1	3	-2.0	-7	15*	16	100	2	-3	-6	-91
8	O=C(Cn1cc(C(F)(F)F)cc(Cl)c1=O)Nc1cc(Cl)cc(Cl)c1	-2	1.1	-6	4	6	93	-5	-4	1	-9
9	O=C(O)c1ccc2c(c1)c1c3n2CCNC3CCC1 (configuration not stated)	1	-0.5	2	2	0	95	-5	-5	4	3
10	Cc1c(NC(=O)N2CCCCCC2)c(=O)n(-c2ccccc2)n1C	-4	-1.7	2	4	3	89	0	1	1	0
11	Cc1[nH]nc2c1C(c1c[nH]c3ccccc13)C(C#N)=C(N)O2 (configuration not stated)	8	0.1	-3	-2	0	98	16	-5	-2	-2
12	O=C(CSc1nncn1-c1ccccc1F)NC1CC1	-2	-0.7	4	2	4	91	11	-6	4	-4
13	COc1ccc(OC)c2c1sc(=NC(=O)c1cccc(N3C(=O)CCC3=O)c1)n2C	0	0.2	7	0	0	99	-4	-7	0	.
14	O=C(COC(=O)c1cc2ccccc2cc1O)NCc1ccccc1	-7	3.4	-5	1	-9	94	8	-19	1	6
15	CCOc1ccc(OCCC(=O)N2CCN(S(=O)(=O)c3cccc(F)c3)CC2)cc1	-10	-2.7	-3	-5	-8	103	3	-7	-3	-3
16	CCOC(=O)c1cnc2ccc(OCC)cc2c1N1CCN(C)CC1	3	1.3	2	0	8	99	13	0	-4	-11
17	CCNC(=O)c1sccc1-n1cccc1	3	3.6	-5	3	5	95	-4	-3	0	1
18	CC(=O)Nc1ccc(NC(=O)C(C)OC(=O)C2CCN(S(=O)(=O)c3ccccc3C(F)(F)F)CC2)cc1 (configuration not stated)	1	-2.1	9	-3	5	100	11	-6	-1	1
19	CN(Cc1cccc(C(F)(F)F)c1)C(=O)C1CCC(=O)N(CC2CCCCC2)C1 (configuration not stated)	4	0.3	0	5	-4	104	10	-7	-2	2
20	CCOC(=O)C1=C2c3cc(OC)c(OC)cc3CC(C)(C)N2C(=O)C1=O	4	-0.4	3	4	0	100	10	-3	-1	0
21	O=S(=O)(Nc1ccc(S(=O)(=O)N2CCCCC2)cc1)c1ccc(Br)s1	0	1.3	-5	-7	-12	97	19	-1	-2	-8
22	CN(Cc1ccccc1)C(=O)Cn1c(=O)oc2cc(S(=O)(=O)NCc3ccccc3)ccc21	9	0.6	-8	-3	-8	94	-1	-7	-4	0
23	CCCn1c2c(c(O)c(C(=O)Nc3ccc(OC)cc3)c1=O)CCCC2	-5	-3.1	-1	2	-10	104	-2	-7	-2	-6
24	CCN(CC)C(=O)C(=O)Nc1ccc(OC)c(Cl)c1	1	-0.6	0	0	4	95	11	-3	0	2
25	Cc1ccc(-n2nc3c(c2NC(=O)c2c(-c4ccccc4Cl)noc2C)CS(=O)(=O)C3)c(C)c1	7	-0.9	5	5	-3	101	7	-7	-1	0
26	COc1ccc(S(=O)(=O)c2c(O)c3ccc(C(=O)Nc4ccc(F)cc4F)cc3[nH]c2=O)cc1	0	-1.8	0	-3	-3	96	6	-13	3	2
27	CC1C(=O)N(Cc2cn(CCC3OCCCO3)nn2)CCS(=O)(=O)N1Cc1ccc(-c2ccc(Cl)nc2)cc1 (configuration not stated)	2	0.1	-9	7	-4	104	0	-7	-4	-6
28	CC(C)C1Oc2ccccc2N(CC(=O)N(C)C2CCCCC2)C1=O (configuration not stated)	-4	-2.5	1	2	5	95	-5	-2	0	8
29	C[C@H](NC(=O)C1(c2ccccc2)CCN(C(=O)OC(C)(C)C)CC1)C(=O)N[C@@H](C(=O)O)c1ccccc1	-4	-0.8	-2	-1	-2	105	17	.	0	.
30	Cc1ccc2oc(-c3ccccc3)c(C(=O)O)c(=O)c2c1	2	-0.4	-5	-2	1	91	4	-4	-8	13
31	CC[C@@H](CC1CCCCC1)C(=O)N(Cc1ccccc1)c1ccccc1	-3	0.3	0	2	-5	98	9	-10	-5	2
32	COC(=O)C1=C[C@@H](C(=O)OC)[C@@H]2C3=C(C(=O)[C@@]2(C)NC(=O)c2ccccc2)[C@H](c2ccccc2)[C@@H]2C(=O)NC(=O)[C@@H]2[C@@H]3C1	4	0.0	-9	2	9	100	16	-12	4	1
33	NS(=O)(=O)c1ccc(N/N=C/c2ccccc2Br)cc1	3	-1.4	2	-5	9	96	8	4	2	-4
34	CN(C)C1CN(Cc2cn(Cc3ccc(F)cc3)nn2)S(=O)(=O)C1 (configuration not stated)	-2	.	-8	-1	.	100	.	-10	.	.
35	COC(=O)C(NC(=O)CSc1nc(N)cc(=O)[nH]1)c1ccccc1 (configuration not stated)	4	-2.8	1	0	-5	104	19	1	1	0
36	CCOC(=O)N1CCC(N2CCCC(C(=O)c3cc(F)ccc3OC)C2)CC1 (configuration not stated)	-2	-0.3	-3	-2	2	95	-4	-2	-2	-5
37	O=C(COC(=O)c1cc(S(=O)(=O)N2CCOCC2)ccc1F)NCc1ccc2c(c1)OCO2	-2	-1.3	0	3	0	102	-13	-5	1	-6
38	Cc1nnc(NCCc2ccccc2)n(N)c1=O	-1	0.8	-9	5	5	86	-6	-2	2	4
39	CCOc1ccccc1N/C(=C(/C(Cl)=C(Cl)Cl)[N+](=O)[O-])n1cncn1	7	0.2	2	-1	5	107	-1	-8	-1	15
40	COC(=O)[C@H]1[C@H]2C[C@@H]3c4[nH]c5cc(OC)ccc5c4CCN3C[C@H]2C[C@@H](OC(=O)/C=C/c2cc(OC)c(OC)c(OC)c2)[C@@H]1OC	48	-0.8	-1	3	-26	114	3	-5	-11	-2
41	CC(=O)Oc1ccc(/C=C2/Oc3ccccc3C2=O)cc1	-1	1.0	2	-1	0	97	-23	-7	5	-3
42	O=S1(=O)CC(N2CCCCC2)C(N2CCCCC2)C1 (configuration not stated)	0	-1.6	3	2	2	92	4	.	1	-2
43	O=C1CCCCC1C(Nc1ccc(Cl)cc1)c1ccccc1 (configuration not stated)	4	8.9*	-14	2	-18	100	2	-5	0	1
44	COc1ccc(CC(=O)N(C)CC(=O)Nc2ccccc2Cl)cc1S(=O)(=O)N1CCOCC1	2	-0.5	-1	-3	-3	98	9	-18	1	-2
45	Cc1nc(NS(=O)(=O)c2ccccc2)sc1C(C)(C)C	-1	0.0	-1	-1	-4	102	16	-5	-2	-1
46	O=S(=O)(c1ccc(F)cc1)c1nc(-c2ccccc2F)oc1N1CCCCC1	0	0.1	-2	-3	-13	96	6	-8	1	12
47	COc1ccc(-c2cn3c(C)c(C(=O)N4CCN(c5ccccc5F)CC4)sc3n2)cc1	4	0.6	-6	-2	1	98	16	0	-4	.
48	COc1ccc(C(=O)CN2CCN(CCN3C(=O)c4cccc5cccc(c45)C3=O)CC2)cc1	4	0.1	6	-6	27	98	21	-4	9	1
49	O=C(COC(=O)c1ccc(F)c(S(=O)(=O)N2CCOCC2)c1)Nc1ccc2[nH]c(=O)[nH]c2c1	-12	-3.6	1	5	3	98	10	-5	2	-6
50	Cc1cc(C(=O)N/N=C\c2ccc(COc3ccc([N+](=O)[O-])cc3)o2)ccc1[N+](=O)[O-]	-1	-1.5	0	-1	12	94	6	-5	1	-2

Record cards, from the list above. Values in the order: Exocytosis inh | MC4R barr agon | ABHD5 PLIN5 PPI | m5-HT2A agonist | Cardio protect | ABCB6 inh MLPCN | MC4R antag cAMP | CaV13 FRET inh | Glyco luc inh | PDI inh
CC1C(=O)N(Cc2cn(CCC3OCCCO3)nn2)CCS(=O)(=O)N1Cc1ccc(-c2ccc(Cl)nc2)cc1 (configuration not stated) as listed: 2 | 0.1 | -9 | 7 | -4 | 104 | 0 | -7 | -4 | -6
COc1ccc(C(=O)CN2CCN(CCN3C(=O)c4cccc5cccc(c45)C3=O)CC2)cc1 as listed: 4 | 0.1 | 6 | -6 | 27 | 98 | 21 | -4 | 9 | 1

The listing continues:
item	Structure	Exocytosis inh	MC4R barr agon	ABHD5 PLIN5 PPI	m5-HT2A agonist	Cardio protect	ABCB6 inh MLPCN	MC4R antag cAMP	CaV13 FRET inh	Glyco luc inh	PDI inh
51	O=C(COC(=O)c1ccc(CNS(=O)(=O)c2ccc(F)c(Cl)c2)cc1)NC1CCCCCCC1	2	1.6	-1	4	-2	101	22	-4	2	-8
52	CC(C)(C)C(=O)Nc1ccc(C(=O)OC2CCCCC2)cc1	2	-2.6	-7	-3	-11	98	2	.	-8	-5
53	Oc1ccc(N2CCN(c3ccnc4cc(Cl)ccc34)CC2)cc1	2	-1.5	17	-1	-17	97	-9	-7	4	-8
54	ClC(Cl)(Cl)c1nc2ccccc2n2nncc12	-5	-1.7	0	3	1	98	-22	-7	0	-4
55	CCOC(=O)c1ccc(-n2c(CCC(=O)O)ccc2-c2ccccc2)cc1	-4	-1.5	0	-1	-7	96	10	-19	0	1
56	C[C@@H](NC(=O)c1nc[nH]c1C(=O)NC1CCN(C(=O)OC(C)(C)C)CC1)c1ccccc1	7	1.9	-2	4	0	96	6	-5	2	7
57	CS(=O)(=O)c1ccccc1C(=O)Nc1cccc2ncccc12	-14	-3.3	-11	-9	1	99	8	-2	3	3
58	CC1CCCN(C(=O)CSc2nnc(-c3cccnc3)n2C2CCCCC2)C1 (configuration not stated)	0	-1.5	-5	4	12	106	18	-7	3	0
59	CC(=O)N(C)c1ccc(NC(=O)Cc2cccc3ccccc23)cc1	0	-0.7	0	-4	-2	100	-4	-5	0	7
60	Cc1ccccc1OCC(=O)Nc1ccc2c(c1)n(C)c(=O)n2C	1	-1.5	2	1	1	89	-1	3	7	3
61	COc1ccc(C(=O)Nc2ccc(S(=O)(=O)Nc3cnc4ccccc4n3)cc2)cc1	0	-1.6	8	0	-8	101	21	-19	-2	8
62	O=C(CN1C(=O)NC(Cc2c[nH]c3ccccc23)C1=O)Nc1cccc(S(=O)(=O)N2CCOCC2)c1 (configuration not stated)	-3	-0.9	1	2	-3	100	11	-3	0	1
63	COCC(C)n1c(C)cc(C(=O)COC(=O)C2=NN(c3ccccc3)C(=O)CC2)c1C (configuration not stated)	-1	-1.6	-6	0	0	96	-3	.	1	6
64	Cc1cccc(NC(=O)c2cc(-c3ccco3)nc3ccccc23)n1	1	4.3	18	3	61*	105	3	.	0	2
